# mcGAS MS inh: inhibitors of mouse cGAS; inhibition, % at 12.5 µM; recombinant mouse cGAS, cGAMP by RapidFire MS; 130,000 compounds, 0.18% hits; Q8C6L5; AID 1259397;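 active = inhibition of cGAS enzyme activity at or above 60%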;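 note: enzyme stimulated by 45 bp dsDNA with ATP and GTP substrates; cGAMP share of summed cGAMP plus half ATP and half GTP signals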
# Target sequence (Q8C6L5 whole entry, looked up): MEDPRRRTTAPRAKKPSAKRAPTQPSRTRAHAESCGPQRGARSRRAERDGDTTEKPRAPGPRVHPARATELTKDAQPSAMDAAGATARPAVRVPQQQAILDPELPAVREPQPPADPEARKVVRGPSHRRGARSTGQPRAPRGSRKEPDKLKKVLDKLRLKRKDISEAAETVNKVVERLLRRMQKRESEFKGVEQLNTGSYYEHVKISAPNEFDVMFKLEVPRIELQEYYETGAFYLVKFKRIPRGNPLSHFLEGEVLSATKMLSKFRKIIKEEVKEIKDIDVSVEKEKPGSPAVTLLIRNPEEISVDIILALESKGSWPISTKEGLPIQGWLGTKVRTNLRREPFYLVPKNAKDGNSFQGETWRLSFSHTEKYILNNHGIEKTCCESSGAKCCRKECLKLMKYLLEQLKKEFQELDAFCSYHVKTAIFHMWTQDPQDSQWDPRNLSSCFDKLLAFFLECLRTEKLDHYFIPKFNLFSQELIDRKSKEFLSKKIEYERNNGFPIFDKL
# An asterisk follows results filed as active.
SMILES,mcGAS MS inh
COc1cc(C)ccc1S(=O)(=O)NC(=O)C1(C)CCN1C(=O)CC1CCCCC1 (stereo not given),-7
COCCN(Cc1nccs1)C(=O)C1CC2(CCNCC2)CN1 (stereo not given),-10
CCOC(=O)c1ccc(NC2=CC(=O)CC(c3ccc(Cl)cc3)C2)cc1 (stereo not given),-5
Cc1ccc2c(c1)sc1ncc(NC(=O)c3ccccc3)c(=O)n12,-5
Cc1ccc2nsnc2c1N(S(C)(=O)=O)S(C)(=O)=O,-9
CN(C)S(=O)(=O)c1ccc(OCCNc2ccc(F)cc2)cc1,27
Cn1cc(CCC(=O)N2CCCC(Nc3ccc(F)cc3)C2)cn1 (stereo not given),-3
O=S(=O)(NCCCNc1cccnc1)NCc1ccccc1,-18
Cc1ccc(S(=O)(=O)Nc2c(C)cccc2C(C)C)cc1,-5
O=C(NCC1CCCN(S(=O)(=O)c2ccc(-c3ccccc3)cc2)C1)c1ccco1 (stereo not given),6
COc1cccc(C(C)OC(=O)C2CC3CCC2O3)c1 (stereo not given),-1
COc1ccc(NC(=O)c2c([N+](=O)[O-])cnn2C)cc1,-8
Cc1nnc(C)n1NC1OC(=O)c2ccccc21 (stereo not given),-1
COc1cccc(OC(C)CNC(=O)N(C)C2CC2)c1 (stereo not given),-5
Cc1cc(C)n(-c2ccc(NC(=O)C3CCN(C(=O)c4cncs4)CC3)cc2)n1,-12
Cc1cccc(C(=O)c2cn[nH]c2-c2cc(C)ccc2O)c1,-19
CN(C(=O)C12CC3CC(CC(C3)C1)C2)C1CCS(=O)(=O)C1 (stereo not given),0
CCCCNC(=S)N(C)N=C1C(=O)Nc2ccc([N+](=O)[O-])cc21,-16
Cc1ccc(N2CCn3c2nc2c3c(=O)n(CC(C)C)c(=O)n2C)c(C)c1,-1
CC(C)CN1C(=O)NC(NC(=O)C2CCCCC2)(C(F)(F)F)C1=O (stereo not given),-9

# Filtered by structure: those above containing a carbonyl joined to an NH by a bond outside any ring
SMILES,mcGAS MS inh
COc1cc(C)ccc1S(=O)(=O)NC(=O)C1(C)CCN1C(=O)CC1CCCCC1 (stereo not given),-7
Cc1ccc2c(c1)sc1ncc(NC(=O)c3ccccc3)c(=O)n12,-5
O=C(NCC1CCCN(S(=O)(=O)c2ccc(-c3ccccc3)cc2)C1)c1ccco1 (stereo not given),6
COc1ccc(NC(=O)c2c([N+](=O)[O-])cnn2C)cc1,-8
COc1cccc(OC(C)CNC(=O)N(C)C2CC2)c1 (stereo not given),-5
Cc1cc(C)n(-c2ccc(NC(=O)C3CCN(C(=O)c4cncs4)CC3)cc2)n1,-12
CC(C)CN1C(=O)NC(NC(=O)C2CCCCC2)(C(F)(F)F)C1=O (stereo not given),-9

# Further entries.
SMILES,mcGAS MS inh
Cc1ccc(NC(=O)c2cn(C)c3c(=O)n(Cc4ccccc4)c(=O)[nH]c23)cc1,-20
Cc1ccc(CSC2=NN3CCS(=O)(=O)N=C3S2)cc1,-6
O=C(O)c1sccc1S(=O)(=O)N1CCOCC1,-1
CCc1cc(CN(C)Cc2ccc(S(C)(=O)=O)cc2)on1,-9
CN(C)c1ccc(C2=NOCC(=O)N2Cc2cccc(F)c2)cc1,5
N#Cc1cc(NC(=O)c2ccccc2)c(=O)n2c(-c3ccccc3)csc12,0
O=C(CSc1nnc(-c2cccs2)o1)N(C1CCCCC1)C1CCS(=O)(=O)C1 (stereo not given),-8
CC(C)c1noc(CCNC(=O)c2ccccc2C2CCNC2)n1 (stereo not given),-24
Cc1nn(C(=O)c2cccnc2)c(C)c1Sc1ccc(Cl)cc1,-7
Cc1[nH]n(-c2ccccc2)c(=O)c1C(=O)c1ccc(S(=O)(=O)N(C)C)cc1,-5
CCn1c(C2CCCN(Cc3c(Cl)cncc3Cl)C2)nn(C)c1=O (stereo not given),-26
COc1c[nH]c(C(=O)N2CCOC(C(F)(F)F)C2)cc1=O (stereo not given),-25
CCOC(=O)C1CCN(C(=O)c2ccc(S(=O)(=O)N(CC)CC)cc2)CC1,-13
O=C(c1ccc(-c2ccccc2)c(F)c1)C1CCCN(Cc2c[nH]c(=O)[nH]c2=O)C1 (stereo not given),-9
CCNC(=S)NN=C1CCC(C(C)(C)C)CC1 (stereo not given),-2
CCn1c(N2CCN(CCCc3ccccc3)CC2)nc2c1c(=O)[nH]c(=O)n2C,-4
O=C(NC1CC1)C1CCN(C2CCN(C(=O)/C=C/c3cccc(F)c3F)CC2)CC1,-15
N#Cc1cccc(NC(=O)Cn2cnc3cc(-c4ccccc4)sc3c2=O)c1,6
O=[N+]([O-])c1ccccc1S(=O)(=O)NSc1nc2ccccc2s1,-10
Cc1ccsc1S(=O)(=O)N[C@@H]1C[C@@H](CO)N(C)C1,-1
CCOc1ncccc1CN1CCCC(C(=O)Nc2ccc(C(C)C)cc2)C1 (stereo not given),-4
O=P(CCN1CCCCC1)(c1ccccc1)c1ccccc1,45
Cc1cc(OCC(=O)NS(C)(=O)=O)c(C(C)C)cc1Cl,18
COc1ccc2sc(N(CCCN3CCOCC3)C(=O)c3ccno3)nc2c1,5
CCC(C)NC(=O)c1snc(C(=O)NCC(C)C)c1N (stereo not given),-3
CCC(c1cccnc1)N(C)C(=O)c1ccnc(C(C)C)n1 (stereo not given),-26
Cc1nnc(SCC(=O)NN2C(=O)NC3(CCCCC3)C2=O)s1,-2
COc1ncccc1C(=O)N1CCN(CCNC(=O)c2cccs2)CC1,0
Cc1ccc2c(c1)c(=O)c(C(=O)N(Cc1sccc1C)C1CC1)cn2C,-15
CCCSc1nnc(CN2CCOCC2)n1C,-4
O/N=C(/C(=N/O)c1ccoc1)c1ccoc1,-17
CNc1nnc(SCC(O)COc2ccc(Cl)cc2)s1 (stereo not given),-10
CN(C)c1nc(Nc2ccccc2)c2cnn(C)c2n1,-11
CCc1nn2c(ncc3c(=O)n(-c4cccc(OC)c4)ccc32)c1-c1ccc(OC)cc1,-12
CC(C)(C)OC(=O)NCC1CCCN1CC(F)F (stereo not given),-9
Cc1cc(C(=O)CSc2nnc(C3CC3)n2C2CC2)c(C)n1CCC1=CCCCC1,-13
CC(C)Oc1ccc(C(O)=C2C(=O)C(=O)N(CCN(C)C)C2c2cccs2)cc1 (stereo not given),4
Cc1ccc(CC(=O)Nc2ccccc2OC2CCCC2)s1,-4
Cc1n[nH]c(=O)n1-c1ccc2ccccc2c1,-17
O=C1c2ccccc2C(=O)N1CCCC(=O)n1ccc2ccccc21,-9

# By substructure, the entries above containing an aryl thioether with sulfur outside any ring (six)
SMILES,mcGAS MS inh
O=C(CSc1nnc(-c2cccs2)o1)N(C1CCCCC1)C1CCS(=O)(=O)C1 (stereo not given),-8
Cc1nn(C(=O)c2cccnc2)c(C)c1Sc1ccc(Cl)cc1,-7
Cc1nnc(SCC(=O)NN2C(=O)NC3(CCCCC3)C2=O)s1,-2
CCCSc1nnc(CN2CCOCC2)n1C,-4
CNc1nnc(SCC(O)COc2ccc(Cl)cc2)s1 (stereo not given),-10
Cc1cc(C(=O)CSc2nnc(C3CC3)n2C2CC2)c(C)n1CCC1=CCCCC1,-13

# New compounds follow
SMILES,mcGAS MS inh
CCCC(=O)Nc1ccc(-n2ccnc2-c2nccn2C)cc1OC,-20
Cc1cccc(OCC(=O)OCc2cc(-c3cc4ccccc4o3)on2)c1,-5
O=C(c1ccc(CO)o1)N1CCCCC1CCc1cccc(O)c1 (stereo not given),-8
CC(=O)c1c(N2CCCCC2)nc(=S)n(-c2ccccc2)c1C,-5
O=C(COC(=O)CSCc1ccc(F)cc1)NC1CCCC1,-10
CC(C)c1ccc(C2=NC(C)(CC(=O)NC3CC3)ON2C)cc1 (stereo not given),5
CCCCC1=NC2(CCN(C(=O)C(NC(C)=O)C(C)C)CC2)C(=O)N1 (stereo not given),-15
O=C(COCCc1ccccc1)NS(=O)(=O)c1ccc(F)cc1,-3
Cc1cnc2c(c1)NC(=O)CN2C(=O)CCc1ccc(OC(F)F)cc1,-8
Oc1ccc2cc(Br)ccc2c1CN1CCCC1,-6
Cc1ccsc1-c1cc(C(=O)O)cc(S(=O)(=O)N2CCOCC2)c1,-19
Cc1ccc(Cl)cc1-n1c(C)cn2c3c(=O)n(CCN4CCOCC4)c(=O)n(C)c3nc12,-7
COc1ccccc1-n1cc(-c2ccnc(N(C)Cc3cnccn3)n2)cn1,-9
Cc1ccc(C)c(Cn2c(=O)c3c(nc4n3CCN4c3cc(C)ccc3C)n(C)c2=O)c1,-4
CC(=O)Nc1cccc(NC(=O)c2ccc(C)c(C)c2)c1C,-5
CCN(CCn1cccn1)C(=O)[C@H](N)c1ccccc1,-15
Cc1ccsc1-c1cn(CC2(Cn3ccnc3C)CC2)nn1,-14
O=C1OC(/C=C\c2cccc([N+](=O)[O-])c2)=NC/1=C/c1ccco1,-6
CCCc1cc(=O)n2[nH]c(NCc3ccccc3OC)nc2n1,-15
CN(C)S(=O)(=O)NC1CCCN(c2ccc(C#N)cc2F)C1 (stereo not given),-1
CC(C)C(CNC(=O)c1ccc2nnnn2c1)N(C)C (stereo not given),-5
Cc1ccc2c(c1)C1C[N+](C)(C)CCC1N2C(=O)c1ccc(F)cc1 (stereo not given),3
CC(C#N)Sc1nnc(Nc2cccc(Br)c2)s1 (stereo not given),-28
Cc1nc(/C=C/C(=O)N2CCN(CC(F)(F)F)C(C)(C)C2)cs1,0
Cc1cc(C)c2cc(C(=O)Nc3ccc(N4CCOCC4)cn3)[nH]c2c1,-9
CCCCN1C(=O)c2ccccc2NC12CCN(C(=O)c1cc(C)n(C)n1)CC2,0
CCOC(=O)c1nc(NCc2ccco2)nc(N)c1[N+](=O)[O-],0
Cc1c(C(=O)OC(C)C(N)=O)oc2ccc(Cl)cc12 (stereo not given),2
CCC/C(=N\Nc1ccc(Cl)cc1)c1cnnc(SC)n1,-3
Cc1nc(N2CCCCC2)ncc1-c1cc(=O)[nH]c(N2CCN(c3ccccc3)CC2)n1,-5
Cc1c(C(=O)OC2CCCCCCC2)[nH]c2c1C(=O)CCC2,-10
CCC1CCC2(CC1)NC(=O)N(CC(=O)N1CCC(c3c[nH]c4ccccc34)CC1)C2=O (stereo not given),1
Cc1c(-c2cc(C(=O)N3C[C@@H]4[C@H](C3)[C@H]3CC[C@@H]4O3)no2)cnn1C,4
CSc1ccc(NC(=O)c2ccc3c(c2)NC(=O)CCS3)cc1,0
COc1cccc(-c2ccc3c(c2)N(Cc2ccc(F)cc2)C(=O)C(C)S3)c1 (stereo not given),-10
CCc1cnc(C)nc1-c1cnc2ccccc2c1,-34
O=C(NC1CCCCC1)N1CCN(C(=O)c2cc(-c3ccccc3)nc3ccccc23)CC1,-5
CC(=O)Nc1ccc(Cl)c(C(=O)N(C)Cc2ccsc2)c1,-8
CC(C)C1CN(C(=O)NCc2cccc(-n3cncn3)c2)CCS1 (stereo not given),-7
O=C(Nc1ccccc1)c1cccc(CN2CCN(c3cnccn3)CC2)c1,-4

# Of the compounds above, two have a COOH group:
SMILES,mcGAS MS inh
O=C(O)c1sccc1S(=O)(=O)N1CCOCC1,-1
Cc1ccsc1-c1cc(C(=O)O)cc(S(=O)(=O)N2CCOCC2)c1,-19

# Next section
SMILES,mcGAS MS inh
CCOC(=O)C1(Cc2ccc(Cl)cc2)CCN(C2CCCC2)CC1,-16
O=C(Cn1ncccc1=O)Nc1nccs1,-4
O=c1oc(-c2cccs2)nn1Cc1noc(-c2ccccc2Cl)n1,6
O=S(=O)(c1cccc2nsnc12)N1CCN(C(c2ccccc2)c2ccc(Cl)cc2)CC1 (stereo not given),6
CCc1nnsc1C(=O)N(C)CCc1nc2c(C)cccc2[nH]1,-7
Cc1cccc(C)c1OCC(=O)N(C)Cc1ccc(O)cc1,3
CCc1ccc(CN(C)C(=O)c2ccc(CSC)o2)nc1,-12
Cc1nc(CNC(=O)c2cc(I)c[nH]2)no1,-3
CN(CCO)c1ccc(-c2nccn2-c2ccc3cn[nH]c3c2)cc1,-3
CC(C)c1ccc(C2CC(=O)C=C(Nc3nonc3N)C2)cc1 (stereo not given),0
O=C(O)c1ccc(S(=O)(=O)Nc2cccc(F)c2)c(F)c1,-5
CC(C)(C)OC(=O)N1CCCC1=S,-9
COC(=O)c1ccc(NC(=O)N2CCCC(Nc3ccc(OC)c(OC)c3)C2)cc1 (stereo not given),-5
CN(Cc1ccccc1O)C(=O)C1CCN(c2ccc(Cl)cn2)CC1,-6
CC(=O)Nc1ccc(Cl)c(C(=O)NCCSc2ccccn2)c1,-8
CCN(c1ccc(C(=O)CN2C(=O)NC(C)(c3ccc(Cl)cc3)C2=O)cc1)S(C)(=O)=O (stereo not given),-7
COCCCNC(=O)C(C1CCCC1)N1CCN(C(=O)c2ccc(OC)cc2)CC1 (stereo not given),-5
CC1CCC2(C)c3[nH]c4ccccc4c3CCCN2C1=O (stereo not given),-13
CC(c1cccc([N+](=O)[O-])c1)N(C)C(=O)c1ccc2c(=O)n3c(nc2c1)CCC3 (stereo not given),-1
CCOC(=O)Cn1nc(C)c2c1NC(=O)CC2C(F)(F)F (stereo not given),-7
CCCn1ccnc1CN1CC(N2CCCCC2C)C1 (stereo not given),-8
NC(=O)c1cn(CC2Cc3ccccc3O2)nc1-c1ccccc1 (stereo not given),2
CSc1cc(C(=O)Nc2ccc(C#N)cc2Br)ccn1,8
NC(=O)[C@@H]1CCCN1C(=O)c1cn(-c2ccccc2)nn1,-18
OC[C@H]1CCN(Cc2ccc(Oc3ccc(Cl)cc3)cc2)C[C@H]1O,-29
Cc1ccc(F)c(-c2cc(N3CCOCC3)ncn2)c1,-4
COc1cccc2c1NC(=O)C(OC)(OC)C2=O,-7
Cc1ccsc1CNc1ccc(-c2nc(C)c(C)c(=O)[nH]2)cn1,45
CC(=O)N[C@@H]1CCN(C(=O)CN2C(=O)C(Oc3ccccc3)C2c2cccnc2)C1 (stereo not given in full),-7
CN1C[C@H](NC(=O)c2cccc3nccnc23)C[C@H]1CO,-8

# Assay outcomes: PubChem, Fisher Drug Discovery Resource Center

# The list is partial; the hit share may differ from the screen's.
